# GSIS activator: primary screen for activators of insulin secretion dependent on glucose, INS-1E cells, GLuc reporter luminescence. actives 0.61% (n = 370,000). INS-1E GLuc reporter insulin secretion, 2-3 h. activation, % at 16.6 µM. AID 743287;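 active means lowest replicate activation of at least 40%, so every replicate reaches that level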;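 further: 0% = median of neutral control wells and 100% = median of IBMX positive control wells; some compounds called inactive have numbers as strong as hits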
# ERp5 block: blocks human ERp5 reductase activity on insulin | actives 0.05% (n = 350,000) | inhibition, % at 9.99 µM | ERp5 insulin aggregation, absorbance 650 nm, 90 min | Q15084;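 active means mean replicate inhibition above about 25%, with every replicate also reaching it, limit read from the data, passing the limit was not always enough; inconclusive means only one of those two criteria met; inactive means neither criterion met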
# Target sequence (Q15084 whole entry, looked up): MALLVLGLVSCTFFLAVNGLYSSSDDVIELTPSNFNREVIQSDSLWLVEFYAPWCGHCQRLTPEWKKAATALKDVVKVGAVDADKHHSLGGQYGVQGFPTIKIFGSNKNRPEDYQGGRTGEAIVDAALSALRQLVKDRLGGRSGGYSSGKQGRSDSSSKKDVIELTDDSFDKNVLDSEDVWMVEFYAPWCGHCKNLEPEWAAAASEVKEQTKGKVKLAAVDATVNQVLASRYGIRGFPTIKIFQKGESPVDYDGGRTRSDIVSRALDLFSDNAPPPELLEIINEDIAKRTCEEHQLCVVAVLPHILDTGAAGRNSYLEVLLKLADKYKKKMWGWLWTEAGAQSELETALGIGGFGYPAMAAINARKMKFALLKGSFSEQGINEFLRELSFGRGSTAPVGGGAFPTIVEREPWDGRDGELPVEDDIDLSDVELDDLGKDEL
# Xi reactivation: reactivates the inactive X chromosome in mouse fibroblasts | XiGFP mouse fibroblasts, % GFP-positive cells imaging, 3 d; cells co-treated with 5-aza-dC sensitizer; scaled so ellipticine positive control = 100% | activation, % at 7.58 µM | actives 0.055% (n = 360,000);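 active means mean normalized replicate activation at least 10% and every replicate at or above 10%; inconclusive means only one of the two criteria met; inactive means mean below 10% and not all replicates reach 10%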;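 further: 0% = median of on-plate neutral control wells and 100% = ellipticine 6 µM median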
#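 System: SV40-immortalized XiGFP fibroblast cells, line 68-5-11 / Incubation: 3-day compound exposure, then 15 min fixation at room temperature / Compound: single concentration per compound, delivered by pin transfer / Buffer or medium: DMEM plus 5-aza-dC sensitizer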
# EWS-Fli inh: inhibitors of EWS/Fli oncoprotein transcriptional activity. A673 NR0B1-luciferase reporter, viability-normalised. inhibition, % at 12.6 µM. actives 0.67% (n = 350,000);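 active means mean inhibition of at least 50% after viability correction, with every replicate also passing that limit; inconclusive means mean reaches 50% but only one of two replicates passes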;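 further: firefly luciferase signal divided by Alamar Blue viability fluorescence both relative to DMSO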
# DENV2 CPE: DENV2-induced cell death inhibition. CPE inhibition, % at 9.99 µM. DENV2-infected cells, cytopathic effect rescue, plate reader. AID 651640. actives 1.7% (n = 350,000); in the data active means CPE inhibition above about 20%, passing the limit was not always enough; inconclusive means no clear call, values can overlap the other calls; tested in BHK-21 cells;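 further: 0% = median of neutral control wells and 100% = median of positive control wells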
# ARNT-TACC3 inh: disruptors of human ARNT/TACC3 interaction. inhibition, % at 9.99 µM. AID 623870. AlphaScreen His-ARNT PAS-B/GST-TACC3 binding, luminescence; TACC3 fragment carries E629A point mutation. actives 0.66% (n = 390,000). Q9Y6A5;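 active means mean inhibition of replicates at least 50% and at least half of replicates each reaching 50%; inconclusive means half or more replicates reach 50% but mean below 50%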;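 further: 0% = complete ARNT plus TACC3 wells and 100% = ARNT alone without TACC3; many hits fall short of the cut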
# F508del corr: CFTR F508del correction in bronchial cells; CFBE cells, YFP halide quenching; stimulated with forskolin plus potentiator P3; % fluorescence drop versus neutral controls; actives 0.36% (n = 350,000); activity (quench increase), % at 7.58 µM;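 active means mean added fluorescence quench of at least 8% versus neutral control, with both replicates also reaching 8%; inconclusive means only one of the mean or replicate conditions met; inactive means mean below 8% and not both replicates reaching 8%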;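 further: cells transiently co-express mutant CFTR-F508del with the halide-sensitive YFP; corrector assay measuring rescue of mutant channel to the surface after 24 h compound exposure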
# PAX8 inh HTS: inhibitors of PAX8 transcriptional activity in RMG-I cells | RMG-I TPO-luciferase reporter, SteadyGlo, 24 h | inhibition, % at 12.6 µM | actives 1.2% (n = 360,000) | AID 652154;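 active means mean replicate inhibition at least 60% with every replicate also reaching 60%; inconclusive means only one of the two criteria is met; inactive means mean below 60% and not all replicates reaching 60%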;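 further: luciferase light reporting Pax8 driven TPO promoter activity; plate controls were median of neutral control wells for no effect and mitoxantrone controls for full effect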
# * = called active by the depositor; ? = inconclusive; nt = not tested or not shown.
SMILES,GSIS activator,ERp5 block,Xi reactivation,EWS-Fli inh,DENV2 CPE,ARNT-TACC3 inh,F508del corr,PAX8 inh HTS
Cn1c(=O)c2c(nc(Cl)n2CCOc2ccccc2)n(C)c1=O,17,-4,0.6,18,0,5,-1.5,18
CCOC(=O)C1CCCN(C(=O)c2ccc(Cl)cc2)C1 (stereo not drawn),16,-2,-0.1,7,-6,-4,1.0,5
O=[N+]([O-])c1ccc2nc(-c3ccccc3[N+](=O)[O-])[nH]c2c1,1,4,0.6,-28,2,-19,-0.6,-27
N#Cc1ccc(/C=C\c2nccc3c2[nH]c2ccccc23)cc1,-3,-4,3.5,9,1,-16,-0.4,20
O=C(C1CCCCC1)N1CC(=O)N2[C@H](CO)[C@H](c3ccc(-c4ccccc4F)cc3)[C@@H]2C1,-20,-7,0.0,-6,11,nt,2.7,nt
O=S(=O)(c1ccc(Cl)cc1)n1cccn1,16,-6,0.6,3,?,-4,-2.3,2
C[C@@H]1CN([C@H](C)CO)C(=O)c2cc(NC(=O)Nc3ccc(F)cc3)ccc2O[C@@H](C)CCCCO[C@H]1CN(C)S(=O)(=O)c1ccc(F)cc1,8,nt,0.1,2,-15,-4,-1.6,86*
O=C(CN1C(=O)NC(Cc2c[nH]c3ccccc23)C1=O)NCCc1ccccc1 (stereo not drawn),103*,3,0.1,13,5,-6,-1.6,6
C[C@@H]1CN([C@H](C)CO)S(=O)(=O)c2ccc(-c3cccc(C#N)c3)cc2O[C@@H]1CN(C)Cc1ccccn1,-2,-1,-0.6,11,?,-1,-1.9,-7
O=C(CSc1ncnc2scc(-c3ccccc3)c12)N1CCN(c2ccccc2F)CC1,-8,-9,0.2,1,-10,-8,nt,26
Cc1cc(C)n2nc(C(=O)Nc3c(C)nn(Cc4ccc(F)cc4)c3C)cc2n1,37,1,0.0,-2,?,3,0.1,9
CC(C)CN(C(=O)C1COc2ccccc2O1)c1c(N)n(CC(C)C)c(=O)[nH]c1=O (stereo not drawn),7,16,0.0,8,?,-11,-3.9,1
CC1(C)Cc2c(c(-c3ccco3)nc3sc4c(NCCN5CCOCC5)ncnc4c23)CO1,10,-4,-0.1,6,5,nt,9.7*,2
C[C@@H]1CN([C@H](C)CO)C(=O)c2cccc(NC(=O)CCCCCC(=O)Nc3ccccc3N)c2O[C@@H]1CN(C)S(=O)(=O)c1ccc(F)cc1,-2,11,-0.5,0,1,nt,-2.4,-4
COCC(=O)Nc1ccc2c(c1)C(=O)N(C)C[C@H](OC)[C@H](C)CN(C(=O)c1ccncc1)[C@H](C)CO2,11,-1,0.4,6,2,5,1.6,nt
CNC(=O)/C(C#N)=C/c1c(F)cccc1Cl,-10,-4,0.3,-7,5,-8,0.6,-6
COc1cc(Cl)c(C)cc1NC(=O)CSc1ccc(C)cc1,nt,3,nt,10,3,-10,-1.9,nt
COC(=O)C[C@H]1C[C@H]2c3cc(NS(=O)(=O)c4ccc(OC)cc4)ccc3O[C@H]2[C@@H](CO)O1,-3,nt,0.0,11,-6,-10,3.4,10
Cc1ccc(NC(=O)COC(=O)[C@@H]2CCCN2C(=O)c2cccs2)cc1S(=O)(=O)N(C)C,5,1,0.0,-7,2,-5,1.2,9
COC(=O)c1ccc(/C=C(/NC(=O)c2ccccc2)C(=O)N2CCOCC2)cc1,20,2,0.0,nt,2,-3,0.2,0
CCOc1ccc(C(=O)Nc2ccc(S(=O)(=O)Nc3cc(C)on3)cc2)cc1,1,0,0.0,0,2,-2,-0.1,7
O=C(c1cccc(Cl)c1)N1CCC(=O)N(C(COCc2ccccc2)Cc2ccccc2)CC1 (stereo not drawn),nt,-3,0.0,23,?,-2,1.2,5
O=c1[nH]c(SCc2ccc(F)cc2Cl)nc2ccccc12,-14,-4,0.0,-24,0,-1,-2.6,4
C[C@@H]1CN([C@@H](C)CO)C(=O)c2cccc(NC(=O)Nc3ccc(C(F)(F)F)cc3)c2O[C@@H]1CN(C)C(=O)Nc1cccc2ccccc12,-9,4,-0.1,2,?,4,-1.3,nt
Cc1ccc(NC(=O)C(=O)NCCCN2CCCC2=O)cc1,15,8,0.2,-67,-12,-1,-1.8,-101
Cc1ccc(NC(=O)CSc2nc(=O)n3cc(C)ccc3n2)c(C)c1,24,0,-0.1,3,6,-1,1.4,-6
O=C(CSc1nnc(-c2ccc(Br)cc2)o1)Nc1cccc(C(=O)O)c1,18,1,0.0,nt,?,-3,2.3,83*
CC(=O)Nc1ccc(S(=O)(=O)N(C)CC(=O)OCC(=O)NCc2ccco2)cc1,-5,-7,-0.1,2,-5,0,-1.3,3
O=C(CCNc1cccc(F)c1)c1cccc([N+](=O)[O-])c1,11,0,0.0,3,7,-3,-3.1,14
Nc1ccc(S(=O)(=O)Nc2ccccn2)cc1,5,8,0.1,-30,-8,-5,5.2,-8
CCCNC(=O)C[C@@H]1CC[C@H]2[C@H](COc3ccc(NC(=O)CCC)cc3C(=O)N2C)O1,21,-69,0.3,-8,9,-12,0.9,-1
O=C1Cc2cc(S(=O)(=O)N3CCN(c4ccccc4)CC3)ccc2N1,nt,5,-0.1,1,-3,-3,-1.7,12
CCC(=O)N1CC2(C1)[C@H](c1ccc(-c3cccc(OC)c3)cc1)[C@@H](CO)N2C(C)=O,-2,-2,0.2,-6,-10,nt,1.0,6
Cc1noc(C)c1COc1cccc(C(=O)N2CCc3ccccc32)c1,7,3,0.4,23,14,3,0.0,35
COc1cc(CNC(C)C)c(Br)cc1OC1CCCC1,1,-5,0.0,6,1,-1,-1.9,27
CCC(=O)N(C)C[C@H]1Oc2ncc(/C=C/c3ccccc3)cc2C(=O)N([C@@H](C)CO)C[C@@H]1C,-11,0,-0.1,6,42*,-1,0.6,nt
C[C@@H]1CCCCO[C@@H](CN(C)C(=O)Nc2ccc3c(c2)OCO3)[C@@H](C)CN([C@H](C)CO)C(=O)c2cc(NS(C)(=O)=O)ccc2O1,8,3,-1.3,-2,-1,2,-1.6,nt
FC(F)(F)c1ccccc1NC(=S)Nn1cnnc1,22,2,-0.1,nt,6,nt,0.3,-3
Cc1noc(C)c1NC(=O)N(C)C[C@H]1Oc2c(NS(=O)(=O)c3ccccc3)cccc2C(=O)N([C@H](C)CO)C[C@@H]1C,8,2,-1.0,-13,-5,nt,-1.2,-9
Cc1ccc(NC(=O)c2nc[nH]c2C(=O)Nc2ccccc2F)cc1,3,3,0.0,9,7,nt,3.4,-11
O=[N+]([O-])c1cc(Br)ccc1C[n+]1ccccc1,34,-16,-0.1,nt,-2,-42,-1.2,1
O=C(Nc1ccnn1C1CCN(Cc2ccc(F)cc2)CC1)C1CC1,4,1,0.0,nt,?,10,-3.2,-16
O=C(NC1CCCCCCC1)C1CCCN(S(=O)(=O)c2cnc[nH]2)C1 (stereo not drawn),0,-10,0.0,-2,?,-11,2.9,7
CC(C)NC(=O)c1ccccc1NC(=O)Cc1ccc(Br)cc1,5,3,0.0,5,-5,30,-1.5,0
CN(C)CC/C=C1\c2cc(Cl)ccc2Sc2cc(F)c(F)cc21,nt,2,0.1,15,-2,36,0.3,9
COc1cccc(CNC(=O)CSc2ccc(-c3ccccn3)nn2)c1,5,6,0.1,-7,15,66*,2.3,10
O=C(O)COc1ccc(/C=N/NC(=O)c2cn(-c3ccccc3)nc2-c2ccccc2)cc1,-5,-3,0.0,-2,7,3,-0.2,-9
COc1ccc(Cl)cc1C(=O)NNC(=O)CSc1nncn1C,nt,-4,0.4,2,-3,-1,-3.4,18
COc1ccc(C(C)=O)cc1CSc1nc2ccccc2c(=O)n1-c1ccccc1C,17,1,0.0,-4,6,-5,2.1,16
O=C(C[C@H]1C=C[C@H](NC(=O)Nc2cccc(F)c2)[C@H](CO)O1)NCC1CC1,8,2,-0.1,-3,-2,6,-0.6,-11
CCCN1[C@H](C(=O)N2CCOCC2)[C@@H](CO)[C@@H]2Cn3c(ccc(-c4ccccc4)c3=O)[C@@H]21,1,3,0.2,-9,-9,0,nt,nt
Cc1cc(Cl)ccc1OCCCC(=O)NNC(=O)c1ccncc1,-6,nt,0.1,19,-1,36,0.9,6
O=C(NCc1cccnc1)Nc1ccc(Br)cc1,-4,-8,0.0,nt,0,-3,-2.5,-67
CCN(CC)CCCNc1nc(CN2CCOCC2)nc2sc3c(c12)CCC3,1,2,0.0,3,-4,4,-1.9,-1
C[C@H](NC(=O)C[C@@H]1C[C@H]2c3cc(NC(=O)NC4CCCC4)ccc3O[C@H]2[C@@H](CO)O1)c1ccccc1,8,3,0.0,-3,-10,-8,-4.4,1
COc1cccc(CNc2ccc3c(c2)ncn3C(C)C)c1OC,16,-5,0.2,-79,3,-3,-2.0,-119
COc1ccccc1CCNC(=O)c1nc(-c2cccs2)no1,1,-1,0.5,-32,-7,nt,6.4,-101
O=C(Nc1ccc(F)cc1)Nc1ccc2c(c1)CCC2,26,3,0.1,-93,0,-20,-0.4,-165
COc1ccc(S(=O)(=O)N(C)C[C@H]2OCCCC[C@H](C)Oc3ccc(NS(=O)(=O)c4cn(C)cn4)cc3C(=O)N([C@@H](C)CO)C[C@@H]2C)cc1,8,2,0.0,nt,-1,0,1.4,-7
Cc1cccc(NC(=O)CSCC(=O)N2CCN(Cc3ccc4c(c3)OCO4)CC2)c1,3,3,0.0,0,13,nt,-2.5,2
# (list continues)
SMILES,GSIS activator,ERp5 block,Xi reactivation,EWS-Fli inh,DENV2 CPE,ARNT-TACC3 inh,F508del corr,PAX8 inh HTS
Fc1ccc(-c2csc3ncnc(Cl)c23)cc1,-5,3,0.2,3,nt,-7,nt,8
COc1ccc(NC(=O)CN(c2ccccc2F)S(=O)(=O)c2ccc(C)cc2)cc1,-35,2,0.0,-7,-3,-4,5.1,13
CC(=O)c1ccc(S(=O)(=O)NCc2ccc(C(=O)NCC(c3ccccc3)N(C)C)cc2)cc1 (stereo not drawn),-2,2,0.0,-3,3,7,0.2,-10
COc1ccc(C)cc1N(C(=O)COc1cccc(F)c1)c1nc2ccccc2s1,-9,2,-0.1,8,-8,-3,-2.4,6
C[C@H](CO)N1C[C@H](C)[C@@H](CN(C)C(=O)NC2CCCCC2)Oc2ccc(NC(=O)C3CCCCC3)cc2CC1=O,-3,1,0.2,-4,-1,-3,-1.6,12
COCCCn1c(SCC(=O)O)nc2cc(OC)c(OC)cc2c1=N,-3,-1,0.1,-7,-10,nt,-0.1,18
NC(=O)C1CCCN(C(=O)c2ccc(-c3cccc(Cl)c3Cl)o2)C1 (stereo not drawn),-23,-3,0.0,-114,17,-6,2.6,-204
CC(C)NC(=O)N(C)C[C@H]1Oc2c(NC(=O)C3CC3)cccc2C(=O)N([C@H](C)CO)C[C@H]1C,6,-2,-0.5,-9,42*,-5,-1.6,-16
O=C(Nc1cccc(C(F)(F)F)c1)C1CCN(S(=O)(=O)c2ccc(N3CCCC3=O)cc2)CC1,-32,-3,0.0,23,0,0,-2.7,10
COC(=O)Cc1csc(Nc2ccc(Cl)cc2)n1,12,nt,0.4,nt,nt,-21,nt,-55
CCc1nc2c(OCC(=O)C(C)(C)C)cccn2c1N(C)C(=O)c1ccc(C)cc1,0,1,0.0,6,3,nt,-1.8,8

# High-throughput results from PubChem BioAssay.
